Compound activity deposited in PubChem by Sanford-Burnham Center for Chemical Genomics.
HKDC1 inh: HKDC1 (human) hexokinase inhibition; inhibition, % at 20 µM; recombinant HKDC1, G6PDH/diaphorase resazurin coupled fluorescence; 340,000 compounds, 0.16% hits; AID 493160;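 active = inhibition above about 35% when tested at 20 µM, limit read from the data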;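 note: plate controls were DMSO wells with enzyme for no effect and DMSO wells lacking enzyme for full effect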
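System: Recombinant HKDC1 hexokinase | Amount: HKDC1 at 5 µg/mL | Reagent: Glucose with 1 mM ATP | Doses: Single 20 µM dose | Incubation: Reaction time 90 min, room temperature, protected from light | Signal: Coupled resazurin fluorescence, excitation 525 nm, emission 613 nm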
SENP8 block-1: blocks human SENP8 cleavage of Nedd8 substrate; Q96LD8; AID 602440; inhibition, % at 20 µM; 360,000 compounds, 0.64% hits; recombinant SENP8, Nedd8 substrate fluorescence; in the data active = inhibition mostly above about 40%, no sharp cut-off; inactive = mostly below about 27%
SENP7 inh: inhibitors of human SENP7 protease. Q9BQF6. recombinant SENP7, Z-RLRGG-aminoluciferin luminescence, 40 min. inhibition, % at 5 µM. 330,000 compounds, 1.5% hits. AID 434973;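 active = inhibition above about 50% at the single test dose, limit read from the data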;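 note: plate controls were DMSO with enzyme for no effect and no enzyme buffer wells for full effect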
Target sequence (Q9BQF6 706-1050 limits assumed): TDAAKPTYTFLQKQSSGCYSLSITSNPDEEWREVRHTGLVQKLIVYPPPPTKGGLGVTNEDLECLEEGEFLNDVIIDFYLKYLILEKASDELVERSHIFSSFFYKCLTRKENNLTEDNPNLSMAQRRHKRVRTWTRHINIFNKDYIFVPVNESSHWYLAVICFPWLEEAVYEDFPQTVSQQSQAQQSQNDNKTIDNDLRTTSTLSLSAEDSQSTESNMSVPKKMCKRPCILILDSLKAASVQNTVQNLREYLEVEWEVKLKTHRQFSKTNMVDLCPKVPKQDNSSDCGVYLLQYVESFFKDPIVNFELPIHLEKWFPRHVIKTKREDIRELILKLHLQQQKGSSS
SENP8 block-2: SENP8 protease inhibition; purified SENP8, Z-RLRGG-aminoluciferin cleavage, luminescence; inhibition, % at 10 µM; 330,000 compounds, 1.2% hits; AID 2540; in the data active = inhibition above about 50%
PfGluPho inh: PfG6PD (Plasmodium falciparum) enzyme inhibition. 350,000 compounds, 0.78% hits. PfGluPho enzyme, NADPH resazurin-diaphorase fluorescence. inhibition, % at 20 µM;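 active = inhibition reaching at least a set limit at 20 µM in the primary screen, cut at about 59% in these data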;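 note: 0% = DMSO wells with substrate and 100% = DMSO wells lacking glucose-6-phosphate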
Apaf-1 inh: blocks human Apaf-1 apoptosome activity; O14727; reconstituted apoptosome caspase-3 activity, DEVD-Rh110 fluorescence; inhibition, % at 20 µM; 330,000 compounds, 0.71% hits; active = inhibition of at least 40% at 20 µM;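 note: plate controls were DMSO wells for no effect and DEVD-CHO caspase inhibitor wells for full effect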
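Material: reconstituted apoptosome with Apaf-1, cytochrome c, caspase-9, procaspase-3, dATP; medium: pH 7.5 Hepes buffer with CHAPS, BSA, DTT; also added: cytochrome c and DEVD-Rh110 substrate; timing: 30 min plus 50 min, RT; signal: Rh110 fluorescence intensity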
SENP6 inh: SENP6 protease inhibition; Q9GZR1; Recombinant SENP6 catalytic domain, aminoluciferin luminescence; inhibition, % at 10 µM; 330,000 compounds, 1.8% hits; AID 2599;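 active = inhibition above about 50% at the single tested dose, limit read from the data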;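 note: plate controls were DMSO wells with enzyme for no effect and DMSO wells lacking enzyme for full effect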
Target sequence (Q9GZR1 628-1112 limits assumed): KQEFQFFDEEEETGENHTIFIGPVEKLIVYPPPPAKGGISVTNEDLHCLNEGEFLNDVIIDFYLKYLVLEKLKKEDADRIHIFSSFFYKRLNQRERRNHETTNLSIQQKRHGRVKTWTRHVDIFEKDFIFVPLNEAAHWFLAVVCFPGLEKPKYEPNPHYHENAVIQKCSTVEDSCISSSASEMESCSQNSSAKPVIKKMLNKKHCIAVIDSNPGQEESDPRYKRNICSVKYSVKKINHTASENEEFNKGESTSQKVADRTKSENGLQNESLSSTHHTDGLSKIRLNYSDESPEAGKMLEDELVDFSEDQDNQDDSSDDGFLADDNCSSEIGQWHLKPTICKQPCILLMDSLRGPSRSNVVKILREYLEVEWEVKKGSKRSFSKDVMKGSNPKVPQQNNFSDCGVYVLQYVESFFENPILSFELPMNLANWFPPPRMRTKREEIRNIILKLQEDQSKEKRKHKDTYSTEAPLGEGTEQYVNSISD
NALP3 yeast inh: inhibitors of NALP3 inflammasome in yeast; Yeast reconstituted NLRP3/ASC/caspase-1, beta-gal luminescence, 24 h; inhibition, % at 10 µM; 330,000 compounds, 0.39% hits; AID 2825;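 active = inhibition of 50% or more; inactive = inhibition below 50%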;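 note: plate controls were induced DMSO wells for no effect and uninduced yeast grown without galactose for full effect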
SENP1 inh: blocks the human SENP1 SUMO protease catalytic domain | 360,000 compounds, 0.21% hits | Q9P0U3 | recombinant SENP1 catalytic domain, CyPet-SUMO1-YPet FRET cleavage | AID 624204 | inhibition, % at 10 µM;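 active = inhibition at least 30% at 10 µM, raw YFP signal under a set limit, fluorescence ratio 0.5 to 1.5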;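 note: 0% = enzyme with DMSO and 100% = no enzyme wells; some results filed as inactive read as strong as hits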
Target sequence (Q9P0U3 419-644 limits assumed): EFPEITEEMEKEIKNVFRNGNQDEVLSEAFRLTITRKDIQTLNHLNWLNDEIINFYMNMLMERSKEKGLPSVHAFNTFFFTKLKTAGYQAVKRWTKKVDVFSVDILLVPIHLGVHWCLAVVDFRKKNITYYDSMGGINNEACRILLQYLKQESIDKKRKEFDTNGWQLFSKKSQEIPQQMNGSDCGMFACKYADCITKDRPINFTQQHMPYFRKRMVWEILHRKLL
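Assay system: hSENP1 catalytic domain, recombinant. Amount: SENP1 enzyme, 20 pM final. Schedule: 50 min reaction, RT, dark. Technique: FRET, CFP and YFP emission. Control set: no-enzyme wells low, DMSO-plus-enzyme wells high control.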
An asterisk follows results filed as active; x = no result given.

SMILES | HKDC1 inh | SENP8 block-1 | SENP7 inh | SENP8 block-2 | PfGluPho inh | Apaf-1 inh | SENP6 inh | NALP3 yeast inh | SENP1 inh
CCN1C(=O)c2cccc3c(NC(=O)c4ccc5c(c4)OCCO5)ccc1c23 | -0.3 | 16.0 | 0.1 | -5.4 | -11.2 | -14.7 | 0.9 | 1.2 | 1.6
N=c1c(C(=O)NCCc2ccccc2)cc2c(=O)n3ccccc3nc2n1CC1CCCO1 (stereo not drawn) | -3.1 | -297.2 | -4.1 | -11.2 | -9.4 | 7.9 | -8.5 | 26.5 | -23.5
Cc1cc(C)cc(N2C(=O)CC(Cn3nc(C)cc3C)C2=O)c1 (stereo not drawn) | -6.4 | 15.8 | -2.1 | 5.9 | -4.8 | -9.6 | 1.4 | 13.6 | 0.9
O=C(CN(c1ccc2c(c1)OCCO2)S(=O)(=O)c1ccccc1)Nc1ccc2c(c1)OCO2 | 1.5 | 12.6 | 9.6 | 8.5 | 20.0 | 10.9 | 12.2 | 2.3 | -0.3
Cc1ccnc(Cc2ccccc2)n1 | -4.2 | 16.8 | -9.7 | -10.3 | -1.5 | 3.2 | -11.5 | 11.8 | -0.7
COc1ccc(NC(=O)COC(=O)c2ccc3ccccc3n2)cc1OC | -6.4 | -0.9 | -12.8 | -12.0 | 14.8 | -1.2 | -11.3 | 3.1 | 2.3
O=C(COc1ccc2c(-c3ccccc3)cc(=O)oc2c1)NCCCN1CCOCC1 | -0.9 | -33.0 | -1.6 | 6.0 | -3.6 | 11.8 | 10.5 | 8.0 | -3.2
O=S(=O)(NCc1ccncc1)c1ccccc1 | -4.5 | 8.4 | 6.4 | -0.4 | 6.2 | 1.0 | -15.8 | 10.1 | 0.9
COc1cc(OC)c(NC(=O)CCc2nc(-c3cccs3)no2)cc1Cl | 9.6 | 23.2 | 1.8 | 3.7 | 23.1 | -1.0 | -21.8 | 3.8 | -3.6
O=C(Cc1c[nH]c2ccccc12)NC1(C(=O)NC2CCCC2)CCCCC1 | 0.1 | 17.0 | -0.4 | 2.1 | 11.1 | 16.0 | -12.4 | -2.1 | -0.1
CCN1C(=O)[C@H]2[C@H]3CN=C(SCc4ccc(Cl)cc4)N3[C@@](Cc3ccccc3)(C(=O)OC)[C@H]2C1=O | 8.9 | 3.1 | 10.0 | x | 13.3 | 27.3 | x | x | 2.1
Cc1[nH]nc(SCC(=O)NCc2ccc(Cl)cc2)c1[N+](=O)[O-] | -4.9 | 19.2 | 5.4 | 12.1 | -19.6 | -4.7 | -0.2 | 6.1 | 1.3
O=C(CCS(=O)(=O)c1ccc(Br)cc1)NC1CCCCCC1 | -3.5 | 10.2 | 7.1 | -2.9 | -14.4 | 0.1 | -4.3 | 7.5 | 1.2
CCCOc1ccc(NC2=CC(=O)CC(C)(C)C2)cc1 | -11.4 | 14.2 | -5.5 | 3.4 | -0.2 | -9.6 | -7.9 | 4.5 | -27.9
CC(C)n1nc(C(=O)Oc2ccc(Cl)cc2)c2ccccc2c1=O | -0.9 | 16.3 | -2.0 | -6.4 | -0.6 | -7.9 | 9.4 | -1.6 | 2.2
O=C(NCc1ccco1)C1CCCN(S(=O)(=O)Cc2ccccc2)C1 (stereo not drawn) | 11.4 | 13.4 | -18.3 | -8.8 | 2.2 | -12.1 | -13.9 | 1.9 | 1.6
CC1(c2ccccc2)NC(=O)N(CC(=O)Nc2ccc3c(c2)CCC3)C1=O (stereo not drawn) | -2.8 | 5.4 | 1.7 | -4.7 | -8.5 | 6.6 | -2.3 | 17.5 | 0.8
CCOC(=O)C1CCN(C(=O)C2(NC(=O)Nc3ccc(F)cc3F)CCCCC2)CC1 | -2.7 | 23.6 | 0.6 | -2.4 | 10.9 | 2.3 | -23.4 | 11.2 | 1.4
Cc1cccc(-n2c(Cc3cc(=O)[nH]c(=O)[nH]3)nnc2SCC(=O)N2CCCCC2)c1 | -3.6 | 9.0 | -2.3 | 6.0 | 3.5 | -8.3 | 6.9 | 4.8 | 2.7
CC1CC=C(O)C12OCC(C)(C)CO2 (stereo not drawn) | -8.2 | -1.6 | x | x | 5.5 | x | x | x | 0.3
O=C(c1ccc(Cl)cc1)N(c1ccccn1)C1CCCCC1 | -11.1 | 13.7 | -9.1 | -4.1 | -2.6 | 1.4 | -6.7 | 12.1 | 0.2
N#Cc1c(N)nc(N2CCCC2)c(C#N)c1-c1ccc(Cl)cc1 | -4.2 | -43.0 | 2.7 | 5.7 | 8.7 | 12.0 | -3.6 | 5.1 | -25.0
COc1ccc(C(=O)N2CCN(S(=O)(=O)c3ccc(F)cc3)CC2)cc1OC | -0.4 | 12.9 | 7.1 | 0.3 | -6.2 | -4.9 | -5.9 | 23.1 | 0.6
COc1ccc(C(=O)C2CCCN(C(=O)C3CCOCC3)C2)c(C)c1 (stereo not drawn) | 0.1 | 15.6 | -4.9 | 0.8 | 10.9 | -5.5 | 2.2 | 2.2 | -0.4

5 successive compounds already listed, for reference:
SMILES | HKDC1 inh | SENP8 block-1 | SENP7 inh | SENP8 block-2 | PfGluPho inh | Apaf-1 inh | SENP6 inh | NALP3 yeast inh | SENP1 inh
Cc1cc(C)cc(N2C(=O)CC(Cn3nc(C)cc3C)C2=O)c1 (stereo not drawn) | -6.4 | 15.8 | -2.1 | 5.9 | -4.8 | -9.6 | 1.4 | 13.6 | 0.9
O=C(CN(c1ccc2c(c1)OCCO2)S(=O)(=O)c1ccccc1)Nc1ccc2c(c1)OCO2 | 1.5 | 12.6 | 9.6 | 8.5 | 20.0 | 10.9 | 12.2 | 2.3 | -0.3
Cc1ccnc(Cc2ccccc2)n1 | -4.2 | 16.8 | -9.7 | -10.3 | -1.5 | 3.2 | -11.5 | 11.8 | -0.7
COc1ccc(NC(=O)COC(=O)c2ccc3ccccc3n2)cc1OC | -6.4 | -0.9 | -12.8 | -12.0 | 14.8 | -1.2 | -11.3 | 3.1 | 2.3
O=C(COc1ccc2c(-c3ccccc3)cc(=O)oc2c1)NCCCN1CCOCC1 | -0.9 | -33.0 | -1.6 | 6.0 | -3.6 | 11.8 | 10.5 | 8.0 | -3.2

The listing continues.
SMILES | HKDC1 inh | SENP8 block-1 | SENP7 inh | SENP8 block-2 | PfGluPho inh | Apaf-1 inh | SENP6 inh | NALP3 yeast inh | SENP1 inh
O=C(c1ccccc1)N1CCN(c2ncnc3sc4c(c23)CCC4)CC1 | 4.5 | 3.9 | 14.5 | 4.6 | 0.3 | 17.7 | 3.6 | 6.8 | -19.8
Cn1nnnc1SCC(=O)c1cccs1 | 3.1 | 7.3 | 5.0 | -6.4 | -3.9 | -4.9 | 10.6 | 3.4 | -0.7
O=C(NC(=O)N1CCN(c2cccc(Cl)c2)CC1)c1ccc(Cl)cc1 | 6.6 | 13.0 | -0.4 | -0.1 | -11.6 | 29.6 | -1.2 | 38.3 | 1.4
CCOC(=O)N1CCN(C(=S)NCCOC)CC1 | -6.8 | 13.4 | 4.9 | -0.6 | 11.3 | -13.3 | -13.9 | 7.8 | 2.0
CNC(=O)CSc1nnc(COc2ccc(Cl)cc2)n1CCOC | 3.9 | 9.6 | -0.1 | 1.3 | -5.2 | -22.1 | -8.0 | -17.4 | 2.5
O=C1CCC(c2ccccc2)(C2CCN(Cc3ccccc3)CC2)C(=O)N1 (stereo not drawn) | -1.3 | 3.4 | 0.9 | 1.1 | -1.8 | -3.6 | -0.7 | 4.5 | 4.1
Cc1cccc(C)c1NC(=S)N(Cc1ccccc1)Cc1cccs1 | -4.6 | 3.9 | -3.0 | 8.4 | -3.3 | -0.4 | 11.3 | 8.0 | 0.7
CCOC(=O)CNS(=O)(=O)c1ccc(C(=O)O)cc1 | -3.3 | 8.3 | 4.3 | -3.0 | 5.0 | -7.8 | -13.9 | 10.6 | 1.7
CN(CCC1CCCCO1)C(=O)CCc1nnc(Cc2c[nH]c3ccccc23)o1 (stereo not drawn) | -7.9 | 4.6 | 1.9 | 9.2 | 3.5 | -6.8 | -8.7 | 24.1 | -2.1
COc1ccccc1N=Nc1ccc(O)c2ncccc12 | 3.7 | 86.7* | 25.3 | 47.3 | 20.3 | 90.0* | 65.4* | 17.7 | 21.3
N#Cc1c(-c2cccs2)nc(SCC(=O)c2ccc(Br)cc2)[nH]c1=O | 5.2 | -72.0 | -5.4 | 1.8 | -43.4 | -2.1 | 2.8 | 1.5 | -25.9
OCc1cc(CO)c(O)c(CCc2ccccc2)n1 | -4.5 | -271.6 | -1.1 | -1.2 | -3.9 | 0.6 | 0.5 | -4.7 | -3.4
CCC1CCCCN1S(=O)(=O)c1ccc(NC(=O)c2cccnc2)cc1 (stereo not drawn) | 7.1 | -0.1 | -0.3 | 1.5 | -0.1 | 17.6 | -2.6 | 0.6 | 2.2
O=C(C1COc2ccccc2O1)N1CCCCC1 (stereo not drawn) | -5.0 | -1.4 | -3.1 | 5.2 | 9.0 | -8.9 | 2.1 | 7.1 | 1.9
S=C(N/N=C/c1ccc(Cl)cc1)N1CCOCC1 | -25.4 | -2.3 | 9.4 | -2.9 | 35.2 | -8.2 | 1.6 | 20.6 | 19.5
Cc1cccc2c(C(=O)O)c3cccc(C)c3nc12 | -0.4 | -441.0 | -1.0 | 0.0 | -2.9 | -14.3 | -0.5 | 8.1 | -107.5
O=C(CSc1ccc2nnc(-c3cccnc3)n2n1)Nc1ccccc1 | -0.8 | -27.5 | 4.1 | 7.1 | 4.9 | 2.8 | 1.7 | 13.1 | 1.9
CCCC(C)NC(=O)COC(=O)c1cccc(NS(C)(=O)=O)c1 (stereo not drawn) | -2.4 | 9.1 | 2.0 | -1.0 | 4.1 | -29.4 | -13.8 | 1.4 | 2.4
COC(=O)Cc1cc(=O)[nH]c(/N=C(\N)Nc2cccc(C)c2)n1 | -11.7 | 4.7 | 2.4 | 6.4 | 13.7 | -2.8 | -6.1 | -18.7 | 0.4
COc1cc(C(=O)NCc2nnc(SCC(=O)Nc3cccc(C)c3)o2)cc(OC)c1OC | 2.9 | 16.8 | 3.5 | -6.5 | -11.5 | -5.9 | -6.8 | 10.2 | 0.5
Nc1cccc(Oc2ccc3c(c2)C(=O)N(CC2CCCO2)C3=O)c1 (stereo not drawn) | -1.0 | 12.5 | 8.3 | -2.7 | -5.6 | -3.7 | -18.6 | 22.3 | 5.8
COc1cccc(CNCc2cccnc2)c1OCc1ccccc1 | 0.0 | 13.8 | 5.6 | -4.3 | -4.3 | -6.0 | 7.3 | 5.4 | 1.4
N=c1c(C(=O)NCCN2CCOCC2)cc2c(=O)n3ccccc3nc2n1CCc1ccccc1 | 0.6 | -380.6 | -0.1 | 0.6 | 4.0 | 7.9 | 10.5 | 12.1 | -22.5
Cc1ccc(-c2nnc(SCC(=O)CC(=O)Nc3ccccc3)n2-c2ccccc2)cc1 | -8.4 | 12.1 | -0.5 | 1.0 | -18.9 | 15.4 | 2.0 | 11.6 | -0.6
Cc1cc2c(Nc3ccc(O)cc3)ncnc2s1 | -0.5 | 0.9 | 8.9 | 5.9 | 2.9 | 1.2 | 13.1 | 6.1 | 0.5
CC(C)(C)C(=O)/C=C(\N)c1ccccn1 | -4.6 | 15.3 | -3.8 | -1.4 | -2.8 | 7.2 | -9.6 | 3.9 | -4.8
COc1ccc(NC(=O)CNC(=O)c2c(C)nn(C)c2Cl)cc1 | 2.2 | 12.8 | 1.1 | 5.5 | -10.9 | -6.7 | -3.0 | 7.3 | -1.6
